Source: PubChem BioAssay (National Center for Advancing Translational Sciences (NCATS))
NPC1 promoter act – NPC1 promoter activation; Huh7 NPC1 promoter luciferase reporter, 24 h; actives 2.4% (n = 320,000); AID 485313; Potency, µM (series often up to 9.22 µM), without a hit: at the highest dose activation, hits mostly activators;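 also: potency is read from the fitted curve at half-maximal effect; % of control where 0% means no effect; nearly all actives have a fitted effect of over 60% in size; reporter is driven by a mutant NPC1 promoter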
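Stable NPC1-promoter luciferase Huh7 line; cpd (DMSO) 24 h, 37 °C, 5% CO2; Amplite luciferase reagent 10 min RT; luminescence readout. qHTS format.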
ELG1 genotox – induces genotoxicity in HEK293T cells with luciferase-tagged ELG1; AID 504466; Potency, µM (doses to about 46 µM), inactives show top-dose activity change, positive = activation, usual class: activators; HEK293T ELG1-luciferase reporter, luminescence, 16 h; actives 1.3% (n = 330,000); also: potency is read from the fitted curve at half-maximal effect; % of control where 0% means no effect; nearly all actives have a fitted effect of over 60% in size
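16 hr compound incubation (37 °C, 5% CO2) of HEK293T cells carrying luciferase-tagged ELG1; luciferase then measured by ONE-Glo luminescence after 30 min at RT.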
PKM2 activator – PKM2 (human) enzyme activation; P14618; purified PKM2, Kinase-Glo ATP luminescence, activation; response scale: 0% is enzyme alone, no compound; Potency, µM (doses to about 57.5 µM), inactives show top-dose activation, usual class: activators; actives 0.34% (n = 260,000); also: potency is read from the fitted curve at half-maximal effect; % is scaled to controls: 0 for no effect and ±100 for the full control effect; nearly all actives have a fitted effect of over 55% in size
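Kinase-Glo luminescence reports ATP generated from ADP (0.1 mM) and PEP (0.5 mM) by purified hPK-M2 after 1 h at room temperature, pH 7.2 imidazole buffer; intermediate enzyme activity allows detecting inhibitors and activators.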
Giardia kill – Giardia lamblia killing | Giardia lamblia trophozoite viability | activity change, % at 7.66 µM, hits read low | actives 0.15% (n = 340,000) | AID 540267; in the data active = activity change below about -80%; inconclusive = between about -30% and that limit;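 also: parasites exposed to compound for two days anaerobically before the ATP read; % is scaled to controls: 0 for no effect and ±100 for the full control effect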
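Each well holds 100 Giardia trophozoites and compound. After two days (48 hrs) at 37 deg C in anaerobic conditions, ATP is quantified by luminescence.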
BRCA1 expr act – increases BRCA1 expression; MCF7-BRCA1-FFLuc reporter, luminescence, 48 h; response scale: scaled: vehicle 0%, 10 µM genistein 100%; Potency, µM (doses to about 46.1 µM), inactives show top-dose activation, hits mostly activators; actives 1.1% (n = 380,000); also: potency is read from the fitted curve at half-maximal effect; nearly all actives have a fitted effect of over 80% in size; some results filed as inactive show a strong effect at the top dose
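MCF7 cells carrying a BRCA1-firefly luciferase reporter (2000 cells/well, phenol-red free MEM) were attached for 2 h at 37 °C, then given compounds for 48 h. Luminescence was read 15 min after luciferase reagent; activity normalized to genistein (10 microM) and DMSO.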
FLuc counter – firefly luciferase modulation, counter-screen for miR-21 project | P08659 | purified FLuc, Km substrates, luminescence inhibition | Potency, µM (highest dose often 57.5 µM), for inactives: at the top dose activity change, negative = inhibition, usual class: inhibitors | actives 6.9% (n = 360,000) | AID 588342;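 also: potency is read from the fitted curve at half-maximal effect; plate controls were vehicle for no effect and reference inhibitor for full effect; nearly all actives have a fitted effect of over 55% in size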
Target sequence (P08659 whole entry, looked up): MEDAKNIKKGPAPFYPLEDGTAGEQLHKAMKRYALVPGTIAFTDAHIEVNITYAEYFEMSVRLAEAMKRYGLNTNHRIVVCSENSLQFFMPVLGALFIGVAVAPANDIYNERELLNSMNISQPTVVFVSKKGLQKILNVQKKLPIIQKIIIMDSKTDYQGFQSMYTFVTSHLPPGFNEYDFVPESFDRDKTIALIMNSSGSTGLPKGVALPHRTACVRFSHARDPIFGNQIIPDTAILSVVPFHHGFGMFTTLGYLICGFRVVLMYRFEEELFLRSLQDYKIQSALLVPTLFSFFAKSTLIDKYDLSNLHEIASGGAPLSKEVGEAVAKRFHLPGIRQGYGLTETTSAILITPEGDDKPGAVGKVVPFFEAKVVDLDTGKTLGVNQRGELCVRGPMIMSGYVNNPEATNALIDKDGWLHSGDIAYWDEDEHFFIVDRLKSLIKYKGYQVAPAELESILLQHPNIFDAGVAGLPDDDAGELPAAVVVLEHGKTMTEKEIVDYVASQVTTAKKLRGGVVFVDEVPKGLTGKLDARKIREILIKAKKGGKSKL
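Purified P. pyralis luciferase (10nM final) with 10uM D-luciferin and 10uM ATP (Km levels) in 50mM Tris acetate pH 7.5, 10mM Mg acetate, 0.01% Tween-20, 0.05% BSA; qHTS 6-point titration, ~60 µM downward; luminescence read.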
RORgamma inh – inhibitors of mouse ROR gamma transcriptional activity; P51450; Drosophila S2 Gal4-RORgamma UAS-luciferase reporter, 20 h; Potency, µM (series often up to 53.6 µM), without a hit: at the top dose activity change, negative = inhibition, actives largely listed as inhibitors; actives 5.4% (n = 310,000); also: potency is read from the fitted curve at half-maximal effect; % is scaled to controls: 0 for no effect and ±100 for the full control effect; nearly all actives have a fitted effect of over 60% in size
Target sequence (P51450 whole entry, looked up, the tested form may be a part): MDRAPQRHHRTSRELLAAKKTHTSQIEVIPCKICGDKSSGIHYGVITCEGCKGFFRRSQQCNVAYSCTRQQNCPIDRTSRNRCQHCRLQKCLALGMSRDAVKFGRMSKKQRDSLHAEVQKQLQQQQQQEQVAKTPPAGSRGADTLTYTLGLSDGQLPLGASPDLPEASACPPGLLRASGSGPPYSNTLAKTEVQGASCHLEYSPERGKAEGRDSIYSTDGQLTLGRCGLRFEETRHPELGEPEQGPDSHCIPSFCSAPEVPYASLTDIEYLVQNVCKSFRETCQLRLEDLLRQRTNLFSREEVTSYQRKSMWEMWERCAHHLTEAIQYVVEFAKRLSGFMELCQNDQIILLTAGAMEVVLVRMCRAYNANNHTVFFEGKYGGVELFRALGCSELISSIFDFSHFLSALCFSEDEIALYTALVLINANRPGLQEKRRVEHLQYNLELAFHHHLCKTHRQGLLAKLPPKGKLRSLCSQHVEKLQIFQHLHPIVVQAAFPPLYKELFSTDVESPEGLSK
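Stable Schneider cell line, Gal4 DNA-binding domain fused to ROR gamma, UAS-luciferase. Cmpd 1 hr RT → CuSO4 700 uM final → 20 hr RT → luciferase reagent 10 min → luminescence.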
Rab9 prom act – Rab9 promoter activation; AID 485297; Potency, µM (series often up to 9.22 µM), for the others: at the highest dose activation, negative = inhibition, actives largely listed as activators; Huh7 Rab9 promoter-luciferase reporter, luminescence, 24 h; actives 2.8% (n = 320,000); also: potency is read from the fitted curve at half-maximal effect; % of control where 0% means no effect; nearly all actives have a fitted effect of over 60% in size
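Huh7 cells stably carrying Rab9 promoter–luciferase reporter, plated 1500 cells/well, compound added after 2 h and incubated 24 h at 37 °C; luciferase luminescence then read after 10 min with detection reagent.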
Menin MLL FP TR – menin-MLL binding inhibition, Texas Red mutant peptide | Menin + Texas Red MLL mutant peptide, fluorescence polarization | O00255 | Potency, µM (highest dose often 61.6 µM), for inactives: at the highest dose FP activity change, negative = inhibition, hits mostly inhibitors | AID 1768 | actives 0.23% (n = 270,000); active = well fitted inhibition curve with a large enough effect in the polarisation, with a control signal flat, not every such curve was filed as active; inconclusive = small, poorly fitted or top-dose-only effect, or effect the other way, or a change in a side signal; inactive = no such curve, though single readings can be large or run the other way; the % refers to the polarisation; also: potency is read from the fitted curve at half-maximal effect; % of control where 0% means no effect; many of its hits are not listed in these tables
p53 reactivator – re-activators of mutant p53 | H1299 p53-A138V BP100-luciferase reporter, luminescence, 24 h | Potency, µM (doses to about 92.2 µM), for the others: at the top dose activity change, positive = activation, actives largely listed as activators | actives 0.063% (n = 320,000) | AID 504706; also: potency is read from the fitted curve at half-maximal effect; % of control where 0% means no effect; nearly all actives have a fitted effect of over 45% in size
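p53-null H1299 cells stably carrying temperature-sensitive p53-A138V and a BP100-luciferase reporter were pinned with compounds (4-point, 1:5 series) and held 24 hrs at 37 deg C. Luminescence was read 10 min after detection reagent.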
Gal4-VP16 FLuc – inhibits Gal4-VP16 luciferase reporter, ROR gamma counter-screen; actives 3.5% (n = 310,000); Drosophila S2 Gal4-VP16 UAS-luciferase, luminescence, 20 h; Potency, µM (top dose mostly 53.6 µM), for the others: at the highest dose activity, negative = inhibition, hits mostly inhibitors; AID 2546;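 also: Gal4-VP16 expression switched on by copper sulfate through the metallothionein promoter; potency is read from the fitted curve at half-maximal effect; % is scaled to controls: 0 for no effect and ±100 for the full control effect; nearly all actives have a fitted effect of over 50% in size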
Active calls of the source: *; ? = inconclusive; nt = no result given; & = joins results of further samples; [ ] = remark or other dose. Unless noted, calls follow the shape of the dose curve; as a rule, active = well fitted curve in the direction sought with a large enough effect; inconclusive = small, poorly fitted or top-dose-only effect, or another doubt; inactive = no such curve, though single readings can be large; an effect the other way counts as inactive or inconclusive. Not all compounds are listed; rates above refer to the full screens.

molecule,NPC1 promoter act,ELG1 genotox,PKM2 activator,Giardia kill,BRCA1 expr act,FLuc counter,RORgamma inh,Rab9 prom act,Menin MLL FP TR,p53 reactivator,Gal4-VP16 FLuc
Cc1ccc(C(CC(=O)c2ccco2)SCCO)cc1 (centres undefined),26%,?,-14%,-20,34%,11µM*,-11%,30%,nt,13%,-2%
COc1ccc(C2NC(=S)NC(C)=C2C(=O)Nc2ccccn2)cc1OC (centres undefined),0%,0%,4%,-2,?,9%,-13%,2%,-2%,-2%,-2%
CCCC[C@H]1COCCS(=O)(=O)N1Cc1cccc(Cl)c1,-2%,-3%,9%,30,4%,1%,2%,-4%,9%,10%,-3%
N#CCSc1nnc(-c2cnccn2)n1Cc1ccccc1,0%,1%,0%,-5,1%,0%,-5%,-9%,16%,0%,0%
Cc1ccc(S(=O)(=O)NCCOC(=O)Nc2sc(=S)n(C)c2C)cc1,-1%,-1%,8%,-8,1%,-3%,18%,-3%,2%,0%,-6%
Nc1c(/C=C2\C=Nc3ccccc32)c(=O)nc2sc(CC(=O)N3CCOCC3)nn12,-2%,-1%,nt,38[activator],-2%,?,8%,-4%,nt,6%,-3%
CCOCCCNC(=O)C1c2ccccc2Oc2ccccc21,-31%[inhibitor],0%,-3%,0,-10%,-1%,-15%,-4%,?,6%,-2%
COC(=O)C1=C(C)Nc2nc3ccccc3n2C1c1cc(OC)c(OC)c(OC)c1 (centres undefined),-6%,?,-12%,9,-21%,0%,13µM*,-4%,nt,-8%,-14%
CS(=O)(=O)c1ccc(Cl)c(NC(=O)C2CC(=O)N(Cc3ccco3)C2)c1 (centres undefined),1%,-3%,nt,-11,-11%,7%,nt,0%,nt,-2%,nt
CCOC(=O)C1CCN(C(=O)C(C)Oc2ccc(Br)cc2)CC1 (centres undefined),-2%,-10%,-5%,2,-19%,-1%,0%,-1%,?,-3%,4%
COCCN(C(=S)Nc1c(C)cccc1C)C(C)c1cccnc1 (centres undefined),0%,0%,2%,15,-8%,-1%,-11%,-3%,-11%,-12%,?
CCOc1ccccc1/C=N/Nc1nc2c(N)ncnc2n1[C@H]1O[C@@H](CO)[C@H](O)[C@@H]1O,-1%,0%,-5%,22,-31%,?,-4%,3%,nt,-4%,-1%
Cc1sc(NC(=O)C2=COCCO2)nc1-c1ccc(Br)cc1,1%,-1%,nt,8,-7%,-17%,nt,-5%,nt,13%,nt
COc1ccc(-c2nc3ccc(N4CCN(C)CC4)cc3c(=O)[nH]2)cc1,22%,?,-1%,15,40%,15µM*,-10%,28%,3%,2%,-11%
Cc1ccc(S(=O)(=O)N2CCC(=O)N(CCO)CC2)cc1,-4%,1%,14%,-10,-2%,3%,2%,2%,1%,9%,4%
CCOc1cc(/C=C\c2nc(O)c([N+](=O)[O-])c(=O)[nH]2)ccc1OC(C)C,-1%,-1%,nt,-5,-2%,-10%,12%,-6%,?,6%,0%
Cc1nccn1CCCNCc1c(C(=O)N2CCCCCCC2)nc2ccc(Cl)cn12,-5%,4%,0%,-1,12%,-2%,-11%,1%,0%,2%,-4%
CNC(=O)COC(=O)c1cc(F)c(F)cc1Cl,-1%,1%,-4%,7,-13%,-2%,4%,1%,0%,-7%,-5%
CCOC(=O)c1c(C)[nH]c(C)c1S(=O)(=O)N(C)CC(=O)Nc1ccccc1C,-3%,0%,6%[0.46 µM],25,6%,6%,6%,-1%,-18%,3%,0%
COc1ccc(C(=O)Nn2c(CC(C)C)nc3cc(OC)c(OC)cc3c2=O)c(OC)c1,-4%,-2%,3%,-21,0%,-2%,15%,2%,-2%,0%,5%
O=C(c1ccccc1)c1ccc(OCCOCCN2CCN(Cc3ccccc3)CC2)cc1,-10%,-4%,-4%,-11,-45%,-12%,-5%,-25%,-25%,-1%,1%
COc1cc(C2SCC(=O)N2CCc2ccc(OC)c(OC)c2)ccc1O (centres undefined),-13%,-16%,-1%,-4,1%,-2%,1%,24%,10%,-7%,-9%[10 µM]
COc1ccc(-c2nn(C)c(=O)c3ccccc23)cc1CNS(C)(=O)=O,-4%,?,5%,-3,-24%,-1%,?,1%,-10%,-12%,18%
CN(C)/C=N/c1sccc1C(N)=O,0%,1%,6%,-20,-6%,5%,15%,1%,-6%,-2%,0%
CCO[C@@H]1OC(C(=O)N2CCN(Cc3ccc4c(c3)OCO4)CC2)=C[C@H](c2ccc(C(F)(F)F)cc2)[C@H]1CCCO,0%,-7%,3%,10,-32%,1%,39%,-4%,?,-4%,-11%
Oc1ccc(/C=N/NC2=NCCCCC2)c(O)c1,?,7.3µM*,-3%,6,?,13µM*,11µM*,?,-5%,?,-18%
CS(=O)(=O)Nc1ccc(Oc2ncccn2)cc1,0%,-2%,nt,1,-8%,1%,-18%,8%,1%,-5%,1%
OCCN1CCN(c2ncnc3c2c(-c2ccccc2)cn3-c2ccc(Br)cc2)CC1,-4%,-7%,11%,11,-46%,-3%,?,-3%,?,0%,?
Cc1ccc(S(=O)(=O)N(CC(=O)Nc2cccnc2)c2cccc(Br)c2)cc1,1%,-15%,0%,13,-44%,1%,2%,-1%,nt,-34%[inhibitor],-16%
COc1ccc(-c2cn(-c3ccc(OC)cc3)c(=S)[nH]2)cc1,17%,8%,-2%,1,42%,?,0.4µM*,21%,39%[activator],?,1.4µM*
O=C(Cc1ccc(Cl)cc1)NCC(=O)N1CCCCCC1,4%,7%,1%,4,5%,4%,nt,3%,-4%,nt,nt
O=C(OCc1nc2ccccc2[n+]([O-])c1C(=O)c1ccccc1)c1cccs1,0%,0%,-6%,-18,-6%,1%,-15%,-1%,-5%,6%,-11%
CC(C)(C)C(=O)Cn1c(NCCO)nc2ccccc21,0%,-1%,-16%,24,1%,-1%,20%,-2%,-5%,2%,-14%
CCCCN(C(=O)CCC(=O)Nc1cc(C)on1)C(C(=O)NC(C)(C)C)c1cccc(OC)c1OC (centres undefined),-3%,-5%,12%,-27,-7%,-2%,-3%,-1%,-28%,-7%,0%
Cc1cc[n+](CC(=O)N2CCCc3ccccc32)cc1,-1%,-4%,8%,-24,0%,2%,9%,-2%,-13%,0%,?
O=C(CSc1nc2ccccc2c(=O)n1-c1ccc(F)cc1F)Nc1ccc2c(c1)CCC2,-2%,1%,0%,7,-25%,4%,8%,-6%,-19%,11%,-5%
Cc1ccc(OCC(=O)NNC(=O)CCc2ccccc2)c(Br)c1,-4%,1%,-1%,5,-2%,6%,-11%,21%,14%,-2%,-12%
COc1ccc(NC(=O)CN(C)S(=O)(=O)c2cccc3nsnc23)cc1,-5%,-8%,4%,-27,-10%,-11%&2%,6%,-4%,4%,1%,-2%
CCc1cc(=O)oc2c(CNCc3c(F)cccc3Cl)c(O)ccc12,2%,0%,nt,-2,4%,0%,-16%,1%,-13%,-1%,2%
CCOC(=O)CCC(=O)Nc1ccc(S(=O)(=O)N2CCCCC2)cc1,-8%,3%,1%,-13,-5%,2%,7%,-2%,23%,0%,-9%
CC(=O)c1ccc(OCc2cc(C(=O)N(C)CCN3CCOCC3)no2)cc1,-15%,3%,nt,-12,-1%,1%,16%,2%,nt,7%,-2%
Cc1cccc(C(=O)O/N=C/c2c(N3CCOCC3)n(C)c3ccccc23)c1,-13%,-10%,0%,nt,nt,?,1.6µM*,-25%,28%,-8%,3.5µM*
COCCN1CCc2c(C)nc3c(-c4ccc(OC)c(OC)c4)cnn3c21,?,10%,1%,-6,32%,?,3%,23%,-18%,?,-24%
Cn1c(N)c(C(=O)COC(=O)c2cc(C3CC3)nc3ccccc23)c(=O)n(C)c1=O,-1%,-2%,1%&0%,-10,-13%,-1%,?,1%,?,0%,-14%&-2%
COc1cc2c(cc1OC)/C(=C/C(=O)c1ccccc1F)NCC2,5%,8%,nt,3,-11%,2%,-1%,-2%,-17%,-8%,-1%
COc1ccc(OC(C)C(=O)Nc2cccc(OC)c2)cc1 (centres undefined),0%,6%,1%,1,38%,13%,6%,2%,-10%,-19%,-2%
Cc1ccc(NC(=O)c2cc(-c3ccc4c(c3)OCO4)on2)cc1C,-1%,?,1%,22,61%,0%,0%,1%,-25%,8%,-6%
COC(=O)c1cc(NC(=O)c2ccc(C)cc2)c(=O)oc1C,1%,13%,2%,7,53%,-2%,-1%,23%,6%,7%,-5%
